Source: PubChem
Tau FP inhib: tau fibrillization inhibition (FP). K18 P301L tau heparin fibrillization, Alexa594 FP, 6 h. AID 1468. P10636. hit rate 0.39% among 280,000. Potency, µM (doses to about 57.7 µM), without a hit: top-dose activity, negative = inhibition, most hits filed as inhibitors; note: % is set by controls: 0 for no effect and ±100 for the full control effect; nearly all actives have a fitted effect of over 55% in size
Target sequence (P10636 561-689 P618L limits assumed): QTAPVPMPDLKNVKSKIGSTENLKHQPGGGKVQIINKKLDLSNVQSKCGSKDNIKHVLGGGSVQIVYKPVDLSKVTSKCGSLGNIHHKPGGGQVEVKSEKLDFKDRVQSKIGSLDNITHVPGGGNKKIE
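Quantitative HTS format: compounds meet 15 uM recombinant K18 P301L tau and Alexa 594-tau tracer in 100 mM sodium acetate pH 7; 20 uM heparin triggers fibrillization at 37 C over 6 hr; FP gives the signal.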
HttQ103 aggreg: inhibitors of mutant huntingtin aggregate formation in PC12 cells; PC12 HttQ103-GFP aggregates, Acumen cytometry, 40 h; Potency, µM (doses to about 46.1 µM), without a hit: at the top dose activity change, negative = inhibition, hits mostly inhibitors; hit rate 1.1% among 220,000; AID 1688; note: % is set by controls: 0 for no effect and ±100 for the full control effect; nearly all actives have a fitted effect of over 60% in size
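Steps: seed 1500 PC12 HTTQ103-GFP cells/well; add tebufenozide, 100 nM final; add compound titration; add ATPLite reagent; quantify GFP aggregates by laser scanning cytometry.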
HTT cytoprotect: Huntington cell model cytoprotection by ATP luminescence | PC12 HTT-Q103 induced, cytoprotection, ATP luminescence, 40 h | Potency, µM (series often up to 56.4 µM), for inactives: cytoprotection (ATP increase), usual class: activators | hit rate 0.14% among 230,000 | AID 1471;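 note: % of control where 0% means no effect; nearly all actives have a fitted effect of over 45% in size; toxic huntingtin expression switched on by the ecdysone agonist tebufenozide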
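ATP quantification (ATPlite) reports survival of PC12 cells in which tebufenozide, 100 nM final, switches on Htt exon 1 with 103 glutamines linked to GFP; compounds are titrated.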
JMJD2E inh: inhibitors of human JMJD2E histone demethylase | JMJD2E catalytic domain, FDH-coupled NADH fluorescence (FDH is formaldehyde dehydrogenase) | Potency, µM (doses to about 57.1 µM), for inactives: at the highest dose activity change, negative = inhibition, usual class: inhibitors | hit rate 1.6% among 230,000 | AID 2147; active = well fitted inhibition curve with a large enough effect, not every such curve was filed as active; inconclusive = small, poorly fitted or top-dose-only effect, or another doubt; inactive = no such curve, though single readings can be large or run the other way;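 note: 0% = wells with enzyme and -100% = buffer wells without enzyme; nearly all actives have a fitted effect of over 50% in size; many of its hits are not listed in these tables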
Target sequence (B2RXH2 1-337 limits assumed): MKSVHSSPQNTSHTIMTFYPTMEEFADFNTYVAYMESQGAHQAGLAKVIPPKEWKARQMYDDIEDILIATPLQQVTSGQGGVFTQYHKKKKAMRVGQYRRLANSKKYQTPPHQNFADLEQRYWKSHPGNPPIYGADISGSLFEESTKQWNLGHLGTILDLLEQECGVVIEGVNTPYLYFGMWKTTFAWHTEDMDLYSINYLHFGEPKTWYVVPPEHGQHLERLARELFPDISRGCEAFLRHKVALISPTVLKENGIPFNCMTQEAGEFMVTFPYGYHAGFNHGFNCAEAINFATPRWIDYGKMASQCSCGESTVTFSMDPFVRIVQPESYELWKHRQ
SMN2 splice enh: enhancers of SMN2 splice variant expression. Potency, µM (doses to about 46.1 µM), for the others: at the top dose activity change, positive = activation, actives largely listed as activators. hit rate 2.8% among 210,000. HEK293 SMN2-luciferase splicing reporter, luminescence, 30-36 h; note: % of control where 0% means no effect; nearly all actives have a fitted effect of over 55% in size
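HEK293 cells carry an SMN2 minigene-luciferase reporter in which exon 7 inclusion puts luciferase in frame. Cells were seeded at 2000 cells/well, attached for 10-12 hours, then exposed to compounds for 30-36 hours at 37C before ONE-Glo luminescence.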
ALDH1A1 inh: inhibitors of human aldehyde dehydrogenase 1A1; P00352; Purified ALDH1A1, NADH fluorescence, propionaldehyde substrate; Potency, µM (titrated, usually from 75.3 µM), without a hit: at the top dose activity, negative = inhibition, usual class: inhibitors; hit rate 7.3% among 220,000; active = well fitted inhibition curve with a large enough effect, not every such curve was filed as active; inconclusive = small, poorly fitted or top-dose-only effect, or another doubt; inactive = no such curve, though single readings can be large or run the other way;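 note: plate controls were no enzyme wells and a reference inhibitor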
Target sequence (P00352 whole entry, looked up): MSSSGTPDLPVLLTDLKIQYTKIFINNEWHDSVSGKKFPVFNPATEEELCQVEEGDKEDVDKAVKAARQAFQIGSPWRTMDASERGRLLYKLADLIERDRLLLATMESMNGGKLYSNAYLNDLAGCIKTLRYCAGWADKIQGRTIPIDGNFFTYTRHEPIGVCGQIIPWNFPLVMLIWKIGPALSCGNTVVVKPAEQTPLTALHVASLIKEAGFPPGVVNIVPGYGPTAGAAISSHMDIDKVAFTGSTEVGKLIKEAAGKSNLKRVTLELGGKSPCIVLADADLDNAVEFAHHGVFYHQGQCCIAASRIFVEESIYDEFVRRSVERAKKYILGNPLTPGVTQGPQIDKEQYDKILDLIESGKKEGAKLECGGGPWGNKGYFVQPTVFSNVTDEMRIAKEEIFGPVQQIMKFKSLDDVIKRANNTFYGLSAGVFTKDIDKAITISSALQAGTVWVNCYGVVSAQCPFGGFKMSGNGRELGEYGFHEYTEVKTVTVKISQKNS
Tau fibril ThT: inhibitors of human tau fibril formation, thioflavin T binding; recombinant tau K18 P301L, heparin-induced fibrillization, ThT fluorescence; hit rate 2.1% among 270,000; AID 1460; Potency, µM (series often up to 57.4 µM), for the others: at the top dose activity, negative = inhibition, hits mostly inhibitors; note: % is set by controls: 0 for no effect and ±100 for the full control effect; nearly all actives have a fitted effect of over 55% in size
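Heparin-induced (20 uM) aggregation of recombinant human K18 P301L tau, 15 uM unlabeled with 0.24 uM labeled, pH 7 acetate buffer, 6 hr at 37 C with compound. Fibrils quantified by 30 uM ThT fluorescence after 1 hr ambient incubation.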
Tau fluor counter: counter-screen for tau fibril formation inhibitors; tau K18 P301L (four-repeat tau fragment) Alexa594 fluorescence, heparin fibrillization; Potency, µM (highest dose often 57.7 µM), inactives show at the highest dose activity change, negative = decrease; hit rate 0.93% among 280,000; note: % is set by controls: 0 for no effect and ±100 for the full control effect; nearly all actives have a fitted effect of over 55% in size
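Human K18 P301L tau (15 uM unlabeled plus 0.24 uM Alexa 594-labeled, final) in 100 mM sodium acetate pH 7 was mixed with compound and 20 uM heparin and incubated 6 hr at 37 C.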
The depositor's hits bear a star; u = inconclusive; x = not tested or not shown; [ ] = remark or other dose. Unless noted, calls come from the whole dose curve; as a rule, active = well fitted curve in the direction sought with a large enough effect; inconclusive = small, poorly fitted or top-dose-only effect, or another doubt; inactive = no such curve, though single readings can be large; an effect the other way counts as inactive or inconclusive. Potency is the fitted concentration of half-maximal effect.

SMILES	Tau FP inhib	HttQ103 aggreg	HTT cytoprotect	JMJD2E inh	SMN2 splice enh	ALDH1A1 inh	Tau fibril ThT	Tau fluor counter
CCOC(=O)c1c(-c2ccc(OC)cc2)oc2ccc(OCc3ccc(F)cc3F)cc12	-17%	x	x	x	0%	x	0%	-11%
CCOC(=O)Cc1csc(NC(=O)c2ccc3c(c2)OCO3)n1	7%	3%	-25%[0.074 µM]	0%	u	0%	-23%	-4%
Cc1nnc(-c2cnn(C)c2N)n1Cc1ccccc1F	-1%	8%	6%	-1%	u	3%	-3%	-4%
CCCCN(CCCC)C(=O)C1CCN(S(=O)(=O)c2cccc3nsnc23)CC1	2%	x	x	x	-9%	x	-13%	-27%
O=C(N/N=C/c1ccc(OC(=O)c2ccccc2)cc1)c1cccc(O)c1	u	-3%	-63%[inhibitor]	7%	-12%	6%	-17%	-28%
O=C(Cc1ccc([N+](=O)[O-])cc1)Nc1nnc(C2CC2)s1	5%	20%	x	9%	10%	11%	4%	5%
O=C1/C(=C/c2cccnc2)SC(=S)N1c1ccc(O)cc1	-1%	23%[9.22 µM]	13%[10 µM]	2%	x	x	u	-10%
NC(=O)[C@@H]1CCCCNc2c(F)cc([N+](=O)[O-])cc2C(=O)N[C@@H](CC(=O)O)C(=O)N[C@@H](CCC(=O)O)C(=O)N1	-1%	-1%	x	-12%	3%	-3%	-5%	-3%
Cc1ccccc1C(=O)Oc1c(Sc2ccccc2)c(C)nn1C(C)(C)C	u	x	x	x	3%	x	-17%	-17%
C=CCNC(=S)NNC(=O)C(CCC(C)C)CC(C)(C)O (stereo unspecified)	1%	u	9%	-3%	-7%	-4%	-12%	-11%
O=C(c1ccc(F)cc1)N1CCN(C(=O)c2cccnc2)CC1	-2%	3%	-5%[10 µM]	3%	-9%	7%	-2%	-8%
CC(=O)NC(=S)NNC(=O)COc1ccc([N+](=O)[O-])cc1	-13%	-10%	-13%	-1%	6%	22µM*	-14%	-5%
O=C(c1ccc(F)cc1)N1CCC(O)(c2cccnc2)CC1	-3%	-7%	-8%	7%	-10%	7%	-2%	-5%
Cc1nc2ccccc2nc(=O)c1NNc1ccccc1	7%	u	11%[10 µM]	0%	11µM*	8%	u	u
CC(C)CN(CC(C)C)S(=O)(=O)N1CCC(C(=O)NCc2ccco2)CC1	3%	9%	-28%	2%	-21%	11%	-9%	-10%
C=C(C)c1cccc(C(C)(C)NC(=O)N2CCN(CC(N)=O)CC2)c1	4%	5%	7%	10%	35%	u	-5%	4%
Cc1ccc(OCCn2cccn2)c(C)c1	-4%	-13%	-25%	-2%	8%	9%	-6%	-7%
CSc1ccc(C2CC(=O)Nc3nc(SC)[nH]c(=O)c32)cc1 (stereo unspecified)	-10%	3%	-20%	-4%	3%	10%	-3%	-3%
Cc1cccc(Oc2ccc(NC(=O)CCC(=O)OCC(=O)c3ccc(Br)cc3)cc2)c1C	-6%	x	x	x	-4%	x	-12%	-12%
COc1ccc(CSCC(=O)Nc2ccc(S(=O)(=O)N3CCCCCC3)cc2)cc1	u	-20%	1%[10 µM]	-6%	-17%	u	-9%	u
CCOCN(C(=O)Cn1cnc2cc(C)c(C)cc21)c1c(C)cccc1CC	-6%	x	x	x	-14%	x	-13%	-10%
O=C(CSC(=S)N1CCCCC1)Nc1ncc2c(n1)CCCC2=O	2%	2%[9.22 µM]	5%[10 µM]	5%	x	x	-6%	-3%
CN(C)S(=O)(=O)c1cccc(NC(=O)c2cncc(Br)c2)c1	0%	u	-11%[10 µM]	3%	-5%	u	8%	1%
CC(C)(C)NC(=O)CCc1ncc(C(F)(F)F)cc1Cl	10%	7%	-51%	0%	-3%	-10%	4%	-2%
c1ccc(-c2nnc3ccc(N4CCC5(CC4)OCCO5)nn23)cc1	-1%	-16%	-14%	2%	6%	4%	-17%	-15%

15 successive records out of the list so far, quoted:
SMILES	Tau FP inhib	HttQ103 aggreg	HTT cytoprotect	JMJD2E inh	SMN2 splice enh	ALDH1A1 inh	Tau fibril ThT	Tau fluor counter
CCOC(=O)c1c(-c2ccc(OC)cc2)oc2ccc(OCc3ccc(F)cc3F)cc12	-17%	x	x	x	0%	x	0%	-11%
CCOC(=O)Cc1csc(NC(=O)c2ccc3c(c2)OCO3)n1	7%	3%	-25%[0.074 µM]	0%	u	0%	-23%	-4%
Cc1nnc(-c2cnn(C)c2N)n1Cc1ccccc1F	-1%	8%	6%	-1%	u	3%	-3%	-4%
CCCCN(CCCC)C(=O)C1CCN(S(=O)(=O)c2cccc3nsnc23)CC1	2%	x	x	x	-9%	x	-13%	-27%
O=C(N/N=C/c1ccc(OC(=O)c2ccccc2)cc1)c1cccc(O)c1	u	-3%	-63%[inhibitor]	7%	-12%	6%	-17%	-28%
O=C(Cc1ccc([N+](=O)[O-])cc1)Nc1nnc(C2CC2)s1	5%	20%	x	9%	10%	11%	4%	5%
O=C1/C(=C/c2cccnc2)SC(=S)N1c1ccc(O)cc1	-1%	23%[9.22 µM]	13%[10 µM]	2%	x	x	u	-10%
NC(=O)[C@@H]1CCCCNc2c(F)cc([N+](=O)[O-])cc2C(=O)N[C@@H](CC(=O)O)C(=O)N[C@@H](CCC(=O)O)C(=O)N1	-1%	-1%	x	-12%	3%	-3%	-5%	-3%
Cc1ccccc1C(=O)Oc1c(Sc2ccccc2)c(C)nn1C(C)(C)C	u	x	x	x	3%	x	-17%	-17%
C=CCNC(=S)NNC(=O)C(CCC(C)C)CC(C)(C)O (stereo unspecified)	1%	u	9%	-3%	-7%	-4%	-12%	-11%
O=C(c1ccc(F)cc1)N1CCN(C(=O)c2cccnc2)CC1	-2%	3%	-5%[10 µM]	3%	-9%	7%	-2%	-8%
CC(=O)NC(=S)NNC(=O)COc1ccc([N+](=O)[O-])cc1	-13%	-10%	-13%	-1%	6%	22µM*	-14%	-5%
O=C(c1ccc(F)cc1)N1CCC(O)(c2cccnc2)CC1	-3%	-7%	-8%	7%	-10%	7%	-2%	-5%
Cc1nc2ccccc2nc(=O)c1NNc1ccccc1	7%	u	11%[10 µM]	0%	11µM*	8%	u	u
CC(C)CN(CC(C)C)S(=O)(=O)N1CCC(C(=O)NCc2ccco2)CC1	3%	9%	-28%	2%	-21%	11%	-9%	-10%

Remaining list, next part.
SMILES	Tau FP inhib	HttQ103 aggreg	HTT cytoprotect	JMJD2E inh	SMN2 splice enh	ALDH1A1 inh	Tau fibril ThT	Tau fluor counter
Cn1c(=O)n(Cc2ccco2)c(=N)c2c3c(sc21)CCCC3	3%	-5%	-2%[10 µM]	7%	-1%	0%	-6%	2%
CCn1nc(NC(=O)C2CCCO2)c2cc3cc(C)ccc3nc21 (stereo unspecified)	-3%	11%	-60%[inhibitor]	u	u	-12%	2%	0%
CN(C1CCCCC1)S(=O)(=O)c1ccc2c(c1)c(=O)c(C(=O)NCc1ccc(Cl)cc1)cn2C	-12%	x	x	x	-2%	x	2%	-16%
C/C(CC(=O)Nc1ccccn1)=N\NC(=O)C(=O)Nc1cccc(Cl)c1C	4%	-11%	-42%	1%	-29%	u	1%	-3%
CC(=O)NNC(=S)NC(=O)c1cccc([N+](=O)[O-])c1	2%	7%	12%[10 µM]	-13%	17%	8.9µM*	-8%	4%
O=C(Nc1c2c(nn1-c1ccccc1)CSC2)c1ccc(N2C(=O)CCC2=O)cc1	-6%	-11%	-25%	-5%	8%	1%	-11%	-11%
O=C(N/N=C/c1cc(Br)cs1)c1ccccc1[N+](=O)[O-]	5%	-10%	4%[10 µM]	-2%	-8%	-4%	-10%	-12%
Cc1nc2ccc(NC(=O)COc3ccccc3F)cc2s1	8%	7%	-56%[inhibitor]	-13%	u	-10%	u	-6%
N#Cc1nc(-c2ccco2)oc1N1CCN(Cc2ccccc2)CC1	u	9%	-21%	u	-22%	u	-10%	-19%
C=C1c2cc(OC)ccc2NC(=O)N1CC	11%	-12%	3%[10 µM]	u	5%	u	-9%	4%
Clc1ccccc1CSc1nnc([C@@H]2CCCN2)o1	4%	-19%[9.22 µM]	7%[10 µM]	3%	x	x	3%	4%
CCOC(=O)c1c(-c2ccccc2)oc2ccc(OCc3ccccc3Br)cc12	1%	x	x	x	-2%	x	-10%	-10%
CCCN(CCC)C(=O)Cn1c(=O)n(-c2cccc(OC)c2)c(=O)c2c3c(sc21)CCCC3	1%	x	x	x	-2%	x	-2%	1%
Cc1nc2ccc(NC(=S)NCc3ccccc3)cc2nc1C	-1%	-4%	0%[10 µM]	-12%	3%	-4%	-12%	-21%
Cn1cccc1/C=N/NC(=O)C12CC3CC(CC(C3)C1)C2	5%	-6%	17%[10 µM]	6%	28%	1%	4%	5%
O=C(CNC(=O)c1ccccc1)OCc1cc(=O)n2cc(Br)ccc2n1	3%	11%	18%[10 µM]	u	8%	u	-8%	-2%
O=C(CN1C(=O)c2cccc3cccc(c23)C1=O)N1CCOCC1	-1%	15%	-38%[inhibitor]	u	-1%	u	2%	-1%
O=C(Nc1ccc([N+](=O)[O-])cn1)c1ccc(Br)o1	-4%	2%	6%[0.074 µM]	11%	15%	-2%	u	0%
COC(=O)c1ccc(S(=O)(=O)N2CCC(C(N)=O)CC2)n1C	6%	-16%[9.22 µM]	0%[10 µM]	-4%	x	x	x	-6%
Cc1ccc(/C=N/n2cnc3sc(C)c(C)c3c2=O)o1	1%	-3%	-31%[inhibitor]	-2%	28%	u	-3%	-2%
COCc1cc(C)nc2sc3c(c12)NC(c1ccccc1C(=O)O)N(c1cccc(C(F)(F)F)c1)C3=O (stereo unspecified)	-1%	x	x	x	-6%	x	-11%	-10%
COc1ccc(/C=C(\NC(=O)c2cccs2)C(=O)Nc2cccc3ccccc23)cc1OC	0%	8%	6%[10 µM]	-6%	2%	-2%	-9%	-26%
O=C(c1ccc(Oc2ccccc2)cc1)C1CCCN(C(=O)c2cnccn2)C1 (stereo unspecified)	-2%	-22%[9.22 µM]	-8%[10 µM]	-19%	x	x	-11%	-14%

A portion of the library. The share of hits here may be higher or lower than overall.
